Compound activity: PubChem BioAssay, Broad Institute
TcdB inh = inhibitors of Clostridioides difficile toxin B glycohydrolase | P18177 | inhibition, % at 9.99 µM | 350,000 compounds, 0.24% hits | AID 652162 | TcdB glycohydrolase enzymatic assay, plate reader; in the data active = inhibition above about 10%
BioA inh = blocks M. tuberculosis BioA enzyme activity | purified M. tuberculosis BioA enzyme, plate reader | inhibition, % at 9.99 µM | 360,000 compounds, 0.096% hits; in the data active = inhibition above about 40%
* hit, by the source's call. Some of the compounds tested (hit frequency here may not be typical).

A first look (two entries):
Each structure is followed by: TcdB inh, BioA inh
- C[C@H]1CN([C@@H](C)CO)C(=O)c2cc(-c3cccc(C(=O)N(C)C)c3)cnc2O[C@H]1CN(C)S(=O)(=O)c1ccc(F)cc1
 : 0.8, 0.0
- C[C@@H]1CCCCO[C@H](CN(C)C(=O)Cc2ccccc2)[C@@H](C)CN([C@@H](C)CO)C(=O)c2cc(NS(=O)(=O)c3cn(C)cn3)ccc2O1
 : 1.4, -0.6

This part in full (from the top)
Each structure is followed by: TcdB inh, BioA inh
- C[C@H]1CN([C@@H](C)CO)C(=O)c2cc(-c3cccc(C(=O)N(C)C)c3)cnc2O[C@H]1CN(C)S(=O)(=O)c1ccc(F)cc1
 : 0.8, 0.0
- C[C@@H]1CCCCO[C@H](CN(C)C(=O)Cc2ccccc2)[C@@H](C)CN([C@@H](C)CO)C(=O)c2cc(NS(=O)(=O)c3cn(C)cn3)ccc2O1
 : 1.4, -0.6
- COCC(=O)N1[C@H](C#N)[C@H](c2ccccc2)[C@H]1CO
 : -0.1, -1.8
- C[C@@H]1CN([C@H](C)CO)C(=O)c2cc(C#C[C@@H](C)O)cnc2O[C@H]1CN(C)Cc1cccc(C(=O)O)c1
 : 0.9, -3.5
- O=C(N[C@@H]1CC[C@H](CCn2cc(-c3ccccc3)nn2)O[C@@H]1CO)c1cnccn1
 : 1.4, 7.8
- CCCNC(=O)N(C)C[C@@H]1Oc2cc(-c3ccc(C)cc3)ccc2S(=O)(=O)N([C@H](C)CO)C[C@@H]1C
 : 0.4, -1.6
- C[C@@H]1CN([C@H](C)CO)S(=O)(=O)c2ccc(C#Cc3ccccc3F)cc2O[C@H]1CN(C)C
 : 0.1, 0.2
- CCCC(=O)Nc1ccc2c(c1)OC[C@H](C)N(Cc1ccc(-c3ccccn3)cc1)C[C@@H](C)[C@@H](OC)CN(C)C2=O
 : -7.8, -4.4
- C[C@H](CO)N1C[C@H](C)[C@H](CN(C)Cc2ccccc2C(=O)O)Oc2ncc(C#CC3CC3)cc2C1=O
 : 0.1, 0.2
- C[C@@H]1CN([C@@H](C)CO)S(=O)(=O)c2ccc(C#CC(C)(C)O)cc2O[C@H]1CN(C)Cc1ccccc1
 : -0.1, 2.2
- C[C@@H]1CN([C@H](C)CO)C(=O)c2cccc(NS(=O)(=O)c3ccc(F)cc3)c2O[C@@H]1CN(C)C
 : -0.7, -4.0
- O=C(CCN1CCCCC1)N[C@H]1C=C[C@@H](CC(=O)N2CCC(Cc3ccccc3)CC2)O[C@@H]1CO
 : 0.0, 5.9
- CC(C)NC(=O)N1CCCCN2[C@@H](CO)[C@@H](c3ccc(C#C[C@H](C)O)cc3)[C@@H]2C1
 : 0.2, 6.6
- O=C(C[C@@H]1CC[C@H]2[C@@H](COC[C@H](O)CN2C(=O)Nc2cc(Cl)cc(Cl)c2)O1)NCC1CC1
 : 4.1, -3.0
- CO[C@@H]1CN(C)C(=O)c2ccc(NC(=O)C3CC3)cc2OC[C@H](C)N(Cc2nccs2)C[C@@H]1C
 : 0.8, 2.7
- C[C@H](CO)N1C[C@H](C)[C@@H](CN(C)CC2CC2)OCCCC[C@H](C)Oc2ccc(NS(=O)(=O)c3ccc(Cl)cc3)cc2C1=O
 : -1.2, 2.9
- C[C@H](CO)N1C[C@H](C)[C@H](CN(C)C(=O)Nc2ccc(F)cc2)Oc2ccc(NS(=O)(=O)c3ccc(F)cc3)cc2CC1=O
 : -0.3, -2.7
- C[C@@H]1CCCCO[C@H](CN(C)C(=O)Nc2ccccc2)[C@@H](C)CN([C@H](C)CO)C(=O)c2cc(NC(=O)Nc3ccc4c(c3)OCO4)ccc2O1
 : -0.3, -2.0
- CCC(=O)N[C@@H]1CC[C@H](CC(=O)NCC2CCCCC2)O[C@H]1CO
 : 0.0, 0.8
- C[C@@H]1CN([C@H](C)CO)C(=O)Cc2cc(NS(C)(=O)=O)ccc2O[C@@H]1CN(C)Cc1ccc(-c2ccccc2)cc1
 : 0.1, 2.0
- COCC(=O)N(C)C[C@@H]1Oc2cc(C#C[C@H](C)O)ccc2S(=O)(=O)N([C@H](C)CO)C[C@@H]1C
 : 0.3, -1.1
- CCC(=O)Nc1ccc2c(c1)C(=O)N(C)C[C@@H](OC)[C@H](C)CN(CCC(F)(F)F)[C@@H](C)CO2
 : -0.9, 1.5
- COc1ccccc1-c1cn(CC[C@H]2CC[C@@H](NS(=O)(=O)c3ccccc3C)[C@H](CO)O2)nn1
 : 0.2, -0.1
- O=C(C[C@H]1C[C@@H]2c3cc(NC(=O)CC4CC4)ccc3O[C@@H]2[C@@H](CO)O1)NCCN1CCCCC1
 : -0.2, -0.1
- CNC[C@H]1Oc2ccc(NS(C)(=O)=O)cc2C(=O)N([C@H](C)CO)C[C@H]1C
 : 0.1, -0.7
- C[C@H]1CN([C@@H](C)CO)C(=O)c2cc(NS(=O)(=O)c3cccs3)ccc2O[C@H]1CN(C)Cc1ccncc1
 : 0.5, -1.1
- Cc1noc(C)c1NC(=O)N(C)C[C@H]1Oc2ccc(NS(=O)(=O)c3cccs3)cc2C(=O)N([C@@H](C)CO)C[C@H]1C
 : 0.8, -1.4
- Cc1noc(C)c1NC(=O)N(C)C[C@H]1Oc2ccc(NC(=O)Nc3ccc4c(c3)OCO4)cc2C(=O)N([C@@H](C)CO)C[C@H]1C
 : -0.6, -0.7
- CC(C)NC(=O)Nc1ccc2c(c1)C(=O)N([C@H](C)CO)C[C@H](C)[C@H](CN(C)C)O2
 : 0.7, 0.7
- CCCNC(=O)N1C[C@@H](C)[C@@H](OC)CN(C)C(=O)c2ccc(NC(=O)CC)cc2OC[C@H]1C
 : 0.2, 0.6
- O=C(C[C@H]1C[C@H]2c3cc(NC(=O)NC4CCCCC4)ccc3O[C@H]2[C@@H](CO)O1)NCc1ccncc1
 : -0.3, -0.4
- O=C(Nc1ccc(F)cc1)N1CCCCN2[C@H](CO)[C@@H](c3ccc(C4=CCCCC4)cc3)[C@H]2C1
 : 1.1, -0.4
- C[C@@H]1CN([C@@H](C)CO)C(=O)c2cc(N(C)C)ccc2O[C@H]1CN(C)C(=O)NC1CCCCC1
 : -2.7, -0.5
- O=C(C[C@@H]1CC[C@H]2[C@@H](COC[C@@H](O)CN2Cc2cccc(-c3ccncc3)c2)O1)N1CCOCC1
 : -1.0, -1.7
- Cc1noc(C)c1S(=O)(=O)Nc1ccc2c(c1)C(=O)N([C@H](C)CO)C[C@@H](C)[C@H](CN(C)C(=O)NC(C)C)OCCCC[C@@H](C)O2
 : -2.1, -1.2
- CO[C@@H]1CN(C)C(=O)c2ccc(NC(=O)c3cccc(F)c3)cc2OC[C@@H](C)NC[C@@H]1C
 : -2.4, 2.7
- C[C@@H]1CCCCO[C@H](CN(C)C(=O)CCC(F)(F)F)[C@H](C)CN([C@H](C)CO)C(=O)c2cc(NS(=O)(=O)c3ccc(Cl)cc3)ccc2O1
 : -0.1, 0.7
- CCC(=O)Nc1ccc2c(c1)OC[C@@H](C)N(C(=O)CC1CC1)C[C@H](C)[C@@H](OC)CN(C)C2=O
 : -7.4, -3.2
- C[C@H]1CN([C@@H](C)CO)C(=O)c2cccc(NC(=O)Nc3ccc(C(F)(F)F)cc3)c2O[C@@H]1CN(C)Cc1ccc2c(c1)OCO2
 : 1.7, -2.6
- CCN1[C@@H]2Cn3c(ccc(C4=CCCCC4)c3=O)[C@H]1[C@@H](C(=O)NCCOC)[C@@H]2CO
 : -8.4, -1.5
- O=C(C[C@H]1CC[C@@H]2[C@H](COC[C@H](O)CN2S(=O)(=O)c2cccc(Cl)c2)O1)Nc1ccccc1
 : 1.3, -0.5
- COc1ccc(S(=O)(=O)N(C)C[C@H]2OCCCC[C@H](C)Oc3ccc(NC(=O)Cc4ccccc4)cc3C(=O)N([C@@H](C)CO)C[C@@H]2C)cc1
 : -5.3, 0.9
- COc1ccccc1-c1ccc2c(c1)[C@H]1[C@H](CCN1S(=O)(=O)c1cn(C)cn1)[C@H](CO)N2
 : 0.3, -1.3
- CCS(=O)(=O)N[C@H]1C=C[C@@H](CC(=O)NCc2ccc(Cl)cc2)O[C@@H]1CO
 : 1.5, 0.1
- CC(C)CC#Cc1cnc2c(c1)C(=O)N([C@@H](C)CO)C[C@@H](C)[C@H](CN(C)S(=O)(=O)c1cccs1)O2
 : 1.0, 1.4
- Cc1ccccc1-c1ccc2c(c1)O[C@H](CN(C)C)[C@H](C)CN([C@@H](C)CO)S2(=O)=O
 : 0.2, -0.6
- CO[C@H](CN(C)Cc1ccc(-c2ccccn2)cc1)[C@H](C)CN(C(=O)Nc1ccc(F)cc1)[C@@H](C)CO
 : -0.1, -1.8
- O=C(C[C@H]1CC[C@@H]2[C@H](COC[C@@H](O)CN2S(=O)(=O)c2ccc(F)cc2)O1)NCC1CC1
 : -0.8, -0.8
- CN(C)C(=O)c1ccc(-c2ccc([C@H]3[C@@H](C#N)N(C(=O)C4CCCCC4)[C@H]3CO)cc2)cc1
 : 0.9, -2.6
- CCCc1cn(CC[C@H]2CC[C@H](NC(=O)Cc3cccnc3)[C@H](CO)O2)nn1
 : 1.0, 0.9

Later entries:
Each structure is followed by: TcdB inh, BioA inh
- Cc1ccc(S(=O)(=O)Nc2ccc3c(c2)CC(=O)N([C@H](C)CO)C[C@@H](C)[C@@H](CN(C)C)O3)cc1
 : -0.1, -4.9
- C[C@@H]1CN([C@H](C)CO)C(=O)c2cc(NC(=O)Nc3ccc(C(F)(F)F)cc3)ccc2O[C@@H]1CN(C)S(C)(=O)=O
 : 2.1, 5.2
- O=C(Cc1ccccn1)N1CCCCN2[C@H](CO)[C@@H](c3ccc(-c4ccc(F)cc4)cc3)[C@@H]2C1
 : -5.2, -3.0
- CC(C)NC(=O)N(C)C[C@@H]1Oc2c(NC(=O)c3ccncc3)cccc2C(=O)N([C@H](C)CO)C[C@@H]1C
 : 0.6, 3.1
- C[C@H](CO)N1C[C@H](C)[C@H](CN(C)C(=O)Cc2ccncc2)Oc2cc(C3=CCCCC3)ccc2S1(=O)=O
 : 0.1, 2.5
- COc1ccc(S(=O)(=O)N(C)C[C@H]2Oc3c(NC(=O)C4CC4)cccc3C(=O)N([C@@H](C)CO)C[C@H]2C)cc1
 : -0.2, 21
- Cc1noc(C)c1S(=O)(=O)N(C)C[C@H]1Oc2c(NC(=O)C3CC3)cccc2C(=O)N([C@H](C)CO)C[C@H]1C
 : -0.7, -3.3
- O=C(NCC[C@@H]1CC[C@@H](NC(=O)Nc2cc(F)ccc2F)[C@H](CO)O1)Nc1ccc(Cl)cc1
 : -1.1, 0.3
- COc1ccccc1NC(=O)N(C)C[C@@H]1Oc2cc(Br)ccc2S(=O)(=O)N([C@@H](C)CO)C[C@@H]1C
 : -0.1, 22
- C[C@@H]1CCCCO[C@H](CN(C)C)[C@@H](C)CN([C@@H](C)CO)C(=O)c2cc(NC(=O)Nc3ccccc3)ccc2O1
 : 0.2, -1.5
- C[C@H](CO)N1C[C@H](C)[C@@H](CN(C)C(=O)Cc2ccncc2)Oc2ncc(C#CCN(C)C)cc2C1=O
 : -1.1, -2.2
- CC=Cc1ccc2n(c1=O)C[C@@H]1N[C@H]2[C@H](C(=O)NC2CCCCC2)[C@H]1CO (mixture of isomers)
 : -11, 0.1
- CN1[C@@H]2CN(C(=O)c3ccc(F)cc3)c3ccccc3[C@@H]2[C@@H]1CO
 : 2.0, -1.9
- C[C@H]1CN([C@@H](C)CO)C(=O)CCCn2nncc2CO[C@@H]1CN(C)C(=O)Oc1ccc2ccccc2c1
 : 0.1, 0.9
- COc1ccc(S(=O)(=O)Nc2ccc3c(c2)C(=O)N([C@@H](C)CO)C[C@@H](C)[C@H](CN(C)S(=O)(=O)c2cccs2)OCCCC[C@H](C)O3)cc1
 : 0.4, 0.9
- CNC[C@@H]1Oc2ccc(NC(=O)Nc3ccccc3)cc2C(=O)N([C@H](C)CO)C[C@@H]1C
 : 0.4, -0.6
- CCCNC(=O)N1C[C@@H](O)COC[C@@H]2O[C@H](CC(=O)O)CC[C@H]21
 : -0.5, 0.3
- C[C@@H]1CN([C@H](C)CO)C(=O)Cc2cc(NS(=O)(=O)c3ccc(Cl)cc3)ccc2O[C@@H]1CN(C)Cc1ccc2c(c1)OCO2
 : 0.6, -0.3
- CS(=O)(=O)Nc1ccc2c(c1)[C@H]1C[C@H](CC(=O)NCc3cccc(F)c3)O[C@H](CO)[C@H]1O2
 : 0.5, 5.4
- O=C(NCCN1CCCC1)[C@@H]1[C@@H](CO)[C@@H]2Cn3c(cccc3=O)[C@H]1N2C(=O)c1ccccc1
 : 0.8, 0.6

Rewritten as labelled records: part of the list above
C[C@@H]1CN([C@@H](C)CO)S(=O)(=O)c2ccc(C#CC(C)(C)O)cc2O[C@H]1CN(C)Cc1ccccc1
- TcdB inh: -0.1
- BioA inh: 2.2

C[C@@H]1CN([C@H](C)CO)C(=O)c2cccc(NS(=O)(=O)c3ccc(F)cc3)c2O[C@@H]1CN(C)C
- TcdB inh: -0.7
- BioA inh: -4.0

O=C(CCN1CCCCC1)N[C@H]1C=C[C@@H](CC(=O)N2CCC(Cc3ccccc3)CC2)O[C@@H]1CO
- TcdB inh: 0.0
- BioA inh: 5.9

CC(C)NC(=O)N1CCCCN2[C@@H](CO)[C@@H](c3ccc(C#C[C@H](C)O)cc3)[C@@H]2C1
- TcdB inh: 0.2
- BioA inh: 6.6

More compounds follow.
Each structure is followed by: TcdB inh, BioA inh
- CNC(=O)C[C@H]1CC[C@@H]2[C@@H](COc3ccc(NC(=O)NC4CCCC4)cc3C(=O)N2C)O1
 : 5.7, -0.5
- CCC(=O)N(C)C[C@@H]1Oc2ncc(C#Cc3ccccc3)cc2C(=O)N([C@H](C)CO)C[C@H]1C
 : 1.5, 2.3
- CC(C)C(=O)Nc1ccc2c(c1)C(=O)N(C)[C@@H]1CC[C@@H](CC(=O)NCc3ccc(F)cc3)O[C@H]1CO2
 : -1.5, -2.0
- O=C(O)C[C@H]1CC[C@@H](NC(=O)Nc2cc(F)ccc2F)[C@H](CO)O1
 : -1.8, -3.9
- CNC[C@@H]1Oc2ccc(NC(=O)Nc3ccccc3)cc2C(=O)N([C@@H](C)CO)C[C@@H]1C
 : 0.4, 0.4
